# Source: PubChem (National Center for Advancing Translational Sciences (NCATS))
# Lipid storage S3: qHTS Assay for Lipid Storage Modulators in Drosophila S3 Cells | Drosophila S3 cells, BODIPY lipid droplet fluorescence, 18-24 h; cells fed with added oleic acid | Potency in µM for hits, for the others lipid storage change, negative = inhibition, % at the top dose, mostly 46.1 µM | 320,000 compounds, 0.64% hits | AID 2685; active = well fitted inhibition curve with a large enough effect in the signal ratio, with a control signal flat, not every such curve was filed as active; inconclusive = small, poorly fitted or top-dose-only effect, or effect the other way, or a change in a side signal; the % refers to the signal ratio
#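 Drosophila S3 cells got compounds at several concentrations plus oleic acid (400 uM solution). Laser-scanning cytometry with 488 nm excitation read lipid droplets at 500-530 nm and cells at 575-640 nm. Percent activity was relative to 20 uM Triacsin C.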
# Lipid storage S3 cell count max: further read-out of Lipid storage S3, marked with its call; cell number change, %; measured here: cell count max response;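 cells counted by Cell Tracker Red CMTPX staining in the red channel; peak over a dose series mostly up to 46.1 µM; percent activity relative to internal control wells on each plate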
# Starred values were filed as active, the others as inactive; i = inactive; ? = inconclusive; . = not tested or not shown; [ ] = dose if it differs, or a comment. % is set by controls: 0 for no effect and ±100 for the full control effect; potency is the fitted concentration of half-maximal effect.
SMILES,Lipid storage S3,Lipid storage S3 cell count max
COc1ccc(CCNC(=S)NC(=O)c2ccccc2)cc1OC,1%,-13
CC(=O)C1C(=O)c2c(cccc2[N+](=O)[O-])C1=Nc1ccc(S(N)(=O)=O)cc1 (centres undefined),0%,21
Cc1cc(Oc2ncccc2[N+](=O)[O-])c2cc(Cl)ccc2n1,5%,3
COCCNCC(=O)Nc1ccccc1Sc1ccccc1,2%,-7
Nc1nonc1-c1nc2ccccc2n1Cc1ccccc1,?,.
Cc1ccc(Cl)cc1N1CCN(C(=O)C2CCN(S(=O)(=O)c3cnc[nH]3)CC2)CC1,i,-13
CC(C)C(=O)Nc1ccc(Cl)cc1-c1nc2ccccc2[nH]c1=O,?,.
C=CCc1ccc(OCC(O)CN2CCC(Cc3ccccc3)CC2)c(OC)c1 (centres undefined),i,.
Cc1ccc(Cn2nnc3c(=O)[nH]c(C4CCN(S(=O)(=O)c5cc(C)ccc5C)CC4)nc32)cc1,-17%,-13
COc1ccc(-c2ccc(C)cc2)cc1[C@H]1[C@@H]2C=CCC[C@@]2(C)C(=O)N1Cc1ccccc1,20%,-13
Cc1ccc(S(=O)(=O)N2CCN(C(=O)c3ccccc3Cc3ccccc3)CC2)c(C)c1,?,.
NC12CCc3c(no[n+]3[O-])C1(O)CC(c1ccccc1)=[N+]2[O-] (centres undefined),i,.
Cc1cc(NC(=O)CCC(=O)N(Cc2ccc(F)cc2)C(C(=O)NC2CCCC2)c2ccco2)no1 (centres undefined),i,16
NC(=S)c1cnn2c(-c3cccc(C(F)(F)F)c3)ccnc12,-4%,8
Cc1ccccc1C(=O)NC(=S)N(C)C1CCCCC1,i,-27
Cc1cc(CSc2ccccc2)ccc1NC(=O)c1cccc([N+](=O)[O-])c1,?,.
O=C(Nc1cccnc1)c1cc2cc(Br)ccc2oc1=O,?,.
COc1ccc(NC(=O)c2cccc(Cn3cc(Br)cn3)c2)cn1,i,.
O=C(Nc1ccon1)c1ccccc1Cl,?,.
Cc1cc(C)cc(-c2nnc(SCC(=O)c3c(N)n(C4CC4)c(=O)[nH]c3=O)o2)c1,?,.
Cc1ccc2nc(-c3ccccc3)c(CN3CCN(c4ccccc4F)CC3)n2c1,?,.
O=C(NCc1ccc(Cl)cc1)C(=O)NCC1OCCN1C(=O)c1ccc(Cl)cc1 (centres undefined),1%,4
COc1cc(/C=C/c2ccc3c(Br)cc(Br)c(O)c3n2)ccc1O,?,.
Cc1cc(F)ccc1NC(=O)c1cc(S(=O)(=O)N2CCOCC2)cn1C,?,.
CCN(CC)c1ncnc2sc(C(=O)N3CCN(c4ccccc4)CC3)c(C)c12,?,.
CCn1c(SCC(=O)NCC2CCCO2)nnc1-c1ccc(Cl)cc1 (centres undefined),-14%,-1
N#Cc1ccc(S(=O)(=O)NCC(=O)OCC(=O)N2CCCC2=O)cc1,?,.
CN(C)c1ccc(/C=C(\NC(=O)c2ccccc2)C(=O)NCCN2CCOCC2)cc1,?,.
CCN(CC)c1ccc(/C=N/N2CCN(Cc3ccc(C)cc3C)CC2)c(O)c1,?,.
CCn1nc(C)cc1C(=O)Sc1cccc(Cl)c1,?,.
Cn1cc(Br)c(-c2cccc(NC(=O)CCC(=O)O)c2)n1,3%,7
Cc1cccc(NC(=O)CSc2ccc(-c3ccco3)nn2)c1,-30%,-10
CC1CCCCC1NS(=O)(=O)CCNC(=O)c1ccccc1 (centres undefined),i,19
O=C(CC1(O)C(=O)Nc2ccccc21)c1ccc(-n2cnnn2)cc1 (centres undefined),?,.
C/C(=N\NC(=O)CCc1ccc(S(=O)(=O)N2CCOCC2)cc1)c1ccccc1Cl,-11%,16
CCOCCCNC(=O)c1ccc2c(c1)N=C(CC)c1cc(Br)ccc1S2,2%,13
COC(=O)/C(C#N)=C/c1c(Oc2cccc(C)c2)nc2ccccn2c1=O,?,.
COc1ccc(/C=N/NC(=O)C(=O)N2CCCC2)cc1OC,-12%,1
CCOC(=O)c1c(-c2ccccc2)csc1NC(=O)C1CCCO1 (centres undefined),-9%,-4
CCOC(=O)c1c(NC(=O)CSc2nnnn2C)sc(CC)c1C,?,.
CCNC(=S)N/N=C(\C)c1cccc([N+](=O)[O-])c1,i,1
CCCCCCCCC(NC(=O)c1ccc(C#N)cc1)C(=O)NCCC (centres undefined),4%,-4
CCCOc1ccc(C2/C(=C(/O)c3ccc(F)cc3)C(=O)C(=O)N2CCCN(C)C)cc1 (centres undefined),i,.
CC(=O)N1c2ccc(S(=O)(=O)NCCC(=O)NCc3ccc(F)cc3)cc2CC1C (centres undefined),i,19
Cc1onc(-c2ccccc2Cl)c1C(=O)NNC(=O)c1cccc(F)c1,23%,9
Cc1ccc(C2(C(F)(F)F)N=C3Sc4cc(C)cc(C)c4N3C(=O)N2)cc1 (centres undefined),10%,3
CCN1CCN(CCn2c(=S)[nH]c3cc4c(cc3c2=O)OCO4)CC1,?,.
CCOc1ccc(CN2C(=O)c3ccccc3C2C(=O)NC(C)CC)cc1OC (centres undefined),?,.
CN1/C(=C\C(=O)c2ccco2)C(C)(C)c2ccccc21,?,.
O=C(COC(=O)c1cc([N+](=O)[O-])ccc1N1CCCC1)Nc1ccccc1OC(F)F,?,.
# The list goes on:
SMILES,Lipid storage S3,Lipid storage S3 cell count max
Cn1c(=O)c2c(nc(NN=C3CCCCC3)n2C)n(C)c1=O,?,.
CCC(CC)NC(=O)CON=C1c2ccccc2-c2ccccc21,?,.
Cc1nn(-c2ccc(Cl)cc2)c2sc(C(=O)N3CCN(C(=O)c4ccco4)CC3)cc12,?,.
CC(C)Sc1nc2sccc2c(=O)n1-c1ccccc1,i,14
O=C(O)/C=C/C(=O)N1Cc2cc3ccccc3nc2C1,13%,.
O=C(N/N=C(\CC(=O)c1cccs1)C(F)(F)F)c1cccnc1,-1%,0
CCCCC(=O)Nc1ccc(NC(=O)CCCC)nc1,i,15
Cc1ccccc1CS(=O)(=O)c1cnc2ccccc2n1,?,.
NC(=O)c1ccsc1NC(=O)c1ccc(N2CCCC2=O)cc1,18%,.
Cc1ccc(NC2CCCN(C(=O)CCc3scnc3C)C2)cc1C (centres undefined),i,-4
Cc1oc(-c2cccc(Cl)c2)nc1CN1CCCC(C(=O)NCCCN2CCOCC2)C1 (centres undefined),6%,17
COCCOC(=O)c1[nH]c2c(c1C)C(=O)CC(c1ccco1)C2 (centres undefined),i,.
COc1ccccc1-c1n[nH]c(=S)n1N,5%,12
CCc1ccc(/C(C)=N/NC(=O)c2c[nH]c3ccccc23)s1,i,-23
O=C(CCNC(=O)c1ccc([N+](=O)[O-])cc1)Nc1ccc(F)c(F)c1F,-42%,18
CCc1ccc(Oc2nnnn2-c2ccc(C(N)=O)cc2)cc1,?,.
CCN1/C(=C/c2cccc[n+]2C)Sc2ccc(OC)cc21,?,.
O=C(NCc1ccco1)C1CCN(C(=O)Cc2ccccc2)CC1,?,.
CC(C)(C)c1ccc(C(=O)NNC(=S)NC(=O)c2cccnc2)cc1,?,.
O=C(CSc1nnc(NC(=O)c2ccco2)s1)Nc1ccc(F)cc1,-5%[9.22 µM],-1
O=C(O)c1[nH]c2ccccc2c1NS(=O)(=O)c1ccc(F)cc1,?,.
COc1cc(C(=O)Nc2nnc(C)s2)cc(OC)c1OC,i,.
CCOC(=O)CSc1nc2ccc(Nc3nc(N4CCOCC4)nc(N4CCOCC4)n3)cc2s1,-2%,4
CC12CCC(C(=O)N(CCCN3CCN(Cc4ccccc4)CC3)C1=O)C2(C)C (centres undefined),-2%,13
O=C(COc1ccccc1)N=C1SC2CS(=O)(=O)CC2N1CCc1ccccc1 (centres undefined),?,.
CC1=C(C)CC(C(=O)NCc2ccccn2)C(C(=O)O)C1 (centres undefined),-9%,3
CSc1cc(C)nc(N(C)C(C)=O)n1,?,.
COc1ccc(N2CCCCn3c2nc2c3c(=O)n(C)c(=O)n2C)cc1,i,-11
O=C(NCCO)/C(=C\c1ccc([N+](=O)[O-])o1)NC(=O)c1ccccc1,4%[9.22 µM],17
Cc1cc(NC(=O)CCC(=O)N(c2ccccc2)C(C(=O)NC2CCCC2)c2ccccc2F)no1 (centres undefined),i,-22
CC12COC3(C(=O)Nc4ccc(F)cc4)CC1CCC32C (centres undefined),?,.
Cc1ccc(NC(=O)c2ccc(CN3CC(=O)N4CCCCC4C3=O)cc2)c(C)c1 (centres undefined),-12%,-8
CC/C(=N\NC(=O)c1c(-c2ccccc2)noc1C)c1ccc(C)o1,i,.
O=C(Cn1nc(-c2ccc(Cl)cc2)c2ccccc2c1=O)NN1CCOCC1,16%,5
O=C(c1ccccc1)N1CCN(Cc2cccc(Oc3ccccc3)c2)CC1,21%,.
COc1cc2c(cc1OC)CN(c1ccc([N+](=O)[O-])cc1Cl)CC2,?,.
CN(C)C(=O)c1ccc(NC(=O)COC(=O)c2cc3c(s2)CCCCC3)cc1,i,2
O=C(CCC1CCCC1)N1CCN(C(=O)C2CC2)CC1,-2%,19
CC(C)(C)C(=O)N1c2ccccc2CCc2ccccc21,i,27
Cc1onc(-c2ccccc2Cl)c1C(=O)Nc1ccccc1O,?,.
O=C(Nc1ccc(S(=O)(=O)N2CCOCC2)cc1)c1ccc2c(c1)OCO2,-6%,2
O=c1cc[nH]c2ccc(OC(F)(F)F)cc12,-3%,12
CCn1c(-c2cc(OC)ccc2OC)csc1=Nc1c(C)n(C)n(-c2ccccc2)c1=O,-10%,1
Cc1ccc(-n2c(=O)c3sccc3n(CC(=O)NCc3ccco3)c2=O)cc1F,?,.
Cc1ccc(C2CC(C(F)(F)F)n3nc(C(=O)NCC4CCCO4)cc3N2)cc1 (centres undefined),?,.
CCn1c(SCC(=O)Nc2ccc(C(C)=O)cc2)nc2nc3c(cc2c1=O)COC(C)(C)C3,?,.
CC(=O)Nc1ccc(S(=O)(=O)Nc2ccc(F)c([N+](=O)[O-])c2)cc1,?,.
CCc1nn(CC(=O)N2CC(C)CC(C)C2)c(=O)c2cccn12 (centres undefined),12%,.
O=S(=O)(c1ccccc1)N1CC=C(c2ccccc2)CC1,?,.
CC1CC(=O)N(CC(=O)NCc2ccco2)c2ccccc2S1 (centres undefined),-1%,0
# Following part.
SMILES,Lipid storage S3,Lipid storage S3 cell count max
O=C(COc1cccc2ccccc12)N/N=C/c1ccccc1OCc1ccc(C(=O)O)cc1,-3%,11
CC(=O)Nc1ccc(NC(=O)C(C)OC(=O)c2ccc(OCc3c(C)noc3C)cc2)cc1 (centres undefined),?,.
Cc1cccc(NC(=O)NCc2ccc3c(c2)OCO3)c1,32%,24
CCOC(=O)C1=NN(C(=O)c2ccc(OC)cc2)C(O)(c2ccc(Cl)cc2)C1 (centres undefined),?,.
N#C/C(=C\c1ccc(OCC(N)=O)cc1)S(=O)(=O)c1ccccc1,-4%,7
Cc1cc(C)c(S(C)(=O)=O)c(N(C)N)n1,?,.
COc1ccc(C(=O)Nc2c(-c3cccs3)c(=O)c3ccccc3n2C)cc1,-1%,16
O=C(/C=C/c1ccccc1Cl)N(Cc1ccc(Cl)cc1)C1CCS(=O)(=O)C1 (centres undefined),?,.
COc1ccc(C(=O)Nc2ccccc2C(=O)N/N=C/c2cccc3ccccc23)cc1,-26%,21
N#CCCNC(=O)Cn1c(COc2ccc(Cl)cc2)nc2ccccc21,15%,6
COc1ccc(CC(=O)c2ccc(O)cc2O)cc1OC,i,.
Cn1c(=O)oc2cc(S(=O)(=O)N3CCN(c4ccc(F)cc4)CC3)ccc21,?,.
Cc1ccc(NC(=O)C[n+]2cc(-c3ccc(C)cc3)n3c2CCC3)cc1,14%,0
CCCCCCSc1nnc2[nH]c(=O)cc(N)n12,?,.
O=C(CC(Nc1ccc(Cl)cc1)C(=O)O)c1ccccc1 (centres undefined),?,.

# An excerpt; rates above refer to the full screens.
